From PubChem BioAssay
BaF3 tox: parental Ba/F3 viability inhibition as JAK2V617F counter-screen; CellTiter-Glo ATP luminescence; inhibition, % at 5.6 µM; hit rate 1.1% among 220,000;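 active = inhibition above a per-campaign cutoff, the mean inhibition of all tested compounds plus 3 SD, cut at about 27% in these data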;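 also: 0% = DMSO wells and 100% = JAK Inhibitor I control wells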
S1P4 ag: human S1P4 receptor agonism. S1P4-expressing cell line, agonist reporter assay. activation, % at 4.98 µM. hit rate 0.35% among 220,000. AID 1509; in the data active = activation above about 11%;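 also: 0% = DMSO vehicle and 100% = reference agonist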
Ba/F3 V617F tox: lowers viability of Ba/F3 cells expressing EpoR and JAK2V617F | ATP luminescence | inhibition, % at 5.6 µM | hit rate 1.1% among 220,000 | AID 1446;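 active = inhibition above the campaign mean plus 3 SD over all tested compounds, cut at about 24% in these data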;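 also: cytokine-independent growth of Ba/F3 cells driven by EpoR plus mutant JAK2; 0% = DMSO-treated cells and 100% = JAK inhibitor I control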
S1P4 antagonist: blocks the human S1P4 receptor | S1P4-expressing cells, antagonist mode, reporter read-out | inhibition, % at 4.98 µM | hit rate 0.26% among 220,000 | AID 1510; in the data active = inhibition above about 29%;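 also: 0% = wells stimulated with agonist and 100% = vehicle wells without agonist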
Runt-CBFb FRET: inhibitors of human RUNX1 Runt domain binding to CBFb; AID 1496; Q01196+Q13951; inhibition, % at 20 µM; Cerulean-Runt/Venus-CBFb FRET ratio 530/480, 1 h; hit rate 0.46% among 220,000;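 active = inhibition over about 50% at 20 µM in the single-dose screen, limit read from the data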;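 also: 0% = DMSO wells and 100% = excess unlabeled CBFb competitor control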
Target sequence (Q01196 whole entry, looked up, the tested form may be a part): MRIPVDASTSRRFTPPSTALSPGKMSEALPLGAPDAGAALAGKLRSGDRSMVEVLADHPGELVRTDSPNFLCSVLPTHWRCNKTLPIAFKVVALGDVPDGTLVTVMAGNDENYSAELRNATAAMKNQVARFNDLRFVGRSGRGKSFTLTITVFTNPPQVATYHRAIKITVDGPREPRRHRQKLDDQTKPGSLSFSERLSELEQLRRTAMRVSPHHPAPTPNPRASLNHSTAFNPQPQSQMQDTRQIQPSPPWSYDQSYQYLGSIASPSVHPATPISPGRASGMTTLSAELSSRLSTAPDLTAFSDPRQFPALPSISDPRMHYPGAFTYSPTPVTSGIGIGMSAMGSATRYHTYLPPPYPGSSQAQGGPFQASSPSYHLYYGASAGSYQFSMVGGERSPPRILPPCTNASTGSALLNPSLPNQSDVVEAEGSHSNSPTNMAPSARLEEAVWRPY
Target sequence (Q13951 whole entry, looked up, the tested form may be a part): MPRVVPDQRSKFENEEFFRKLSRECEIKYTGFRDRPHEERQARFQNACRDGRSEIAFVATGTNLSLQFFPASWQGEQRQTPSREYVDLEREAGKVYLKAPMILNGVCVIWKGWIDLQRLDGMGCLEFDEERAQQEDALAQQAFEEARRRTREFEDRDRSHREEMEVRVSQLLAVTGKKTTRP
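test system = Cerulean-Runt domain fusion protein, energy donor | probe or stimulus = Venus-CBFb binding partner, 100 nM | incubation = two 1 h room-temperature incubations shielded from light | detection = fluorescence energy transfer, 422 nm excitation, 530/480 nm emission | measure = loss of energy transfer signal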
RBBP9 inhibitor: inhibitors of human serine hydrolase RBBP9; O75884; recombinant RBBP9, FP-Rh probe fluorescence polarization; hit rate 0.2% among 220,000; inhibition, % at 7.94 µM;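 active = inhibition above the campaign mean of all tested compounds plus 3 SD, cut at about 14% in these data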;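 also: plate controls were DMSO wells with RBBP9 for no effect and wells lacking RBBP9 protein for full effect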
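Material: RBBP9 protein. Amount: RBBP9 at 2.5 µM in dispensed solution, before mixing. Schedule: 30 min then 45 min, 25 °C. Medium: Tris buffer pH 8.0, NaCl, Pluronic. Measured by: fluorescence polarization. Measure: percent inhibition from mP, scaled between DMSO and no-protein wells. Replication: one well per compound.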
NPY Y1 blocker: NPY-Y1 (human) receptor antagonism. P25929. HEK293-CNG Y1 cells, membrane potential fluorescence; NPY at EC95, then isoproterenol. inhibition, % at 3.6 µM. hit rate 1% among 200,000;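 active = inhibition above the campaign mean inhibition of all tested compounds plus 3 SD, cut at about 20% in these data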;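 also: 0% = DMSO wells given NPY plus isoproterenol and 100% = isoproterenol alone without NPY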
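Material: HEK293 Y1/CNG channel cell line; also added: NPY (25 nM), isoproterenol (1 µM), Ro 20-1724 (25 µM); doses: one concentration, 3.6 µM, in 0.4% DMSO; schedule: compound incubation 1 h at room temperature, readout 45 min post-stimulation; technique: membrane potential fluorescence; measure: fluorescence ratio normalized to % inhibition between controls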
NPY-Y2 PAM-ag: potentiators or agonists of human neuropeptide Y receptor Y2; AID 1359; cells expressing NPY-Y2, potentiator/agonist read-out; activation, % at 3.6 µM; hit rate 0.45% among 220,000; P49146; in the data active = activation above about 27%;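 also: cells stimulated with NPY near EC25 plus isoproterenol at EC100; 0% = vehicle plus submaximal agonist and 100% = vehicle plus saturating agonist; some results beyond the cut were filed as inactive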
Target sequence (P49146 whole entry, looked up): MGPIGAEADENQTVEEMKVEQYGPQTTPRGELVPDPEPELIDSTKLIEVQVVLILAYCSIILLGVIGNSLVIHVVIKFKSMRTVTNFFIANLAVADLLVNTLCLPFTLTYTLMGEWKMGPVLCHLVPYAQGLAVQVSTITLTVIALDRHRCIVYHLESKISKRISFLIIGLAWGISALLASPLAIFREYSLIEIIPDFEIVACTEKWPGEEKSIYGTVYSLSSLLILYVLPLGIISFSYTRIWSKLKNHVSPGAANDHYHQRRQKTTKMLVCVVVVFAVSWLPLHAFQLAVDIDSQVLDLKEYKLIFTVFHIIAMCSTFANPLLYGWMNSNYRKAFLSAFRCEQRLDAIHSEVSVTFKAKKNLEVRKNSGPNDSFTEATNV
NPY-Y1 PAM-ag: potentiates or activates human NPY-Y1 receptor; NPY-Y1 expressing cells, potentiator/agonist activation; P25929; hit rate 0.37% among 220,000; activation, % at 3.6 µM; in the data active = activation above about 33%, passing the limit was not always enough;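 also: cells stimulated with NPY at EC10 then isoproterenol at EC100; 0% = low agonist plus stimulus and 100% = saturating agonist plus stimulus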
Starred values were filed as active, the others as inactive; nt = not tested or not shown. Hits appear at their usual frequency; 3.6% or so of the library scored in one or more.

SMILES | BaF3 tox | S1P4 ag | Ba/F3 V617F tox | S1P4 antagonist | Runt-CBFb FRET | RBBP9 inhibitor | NPY Y1 blocker | NPY-Y2 PAM-ag | NPY-Y1 PAM-ag
O=C(NC1(C(F)(F)F)NC(=O)N(c2ccccc2)C1=O)c1cccs1 (configuration not stated) | 6 | 1.5 | 3 | -12 | -2 | -4 | 8 | -5 | -3
CNC(=O)c1ccccc1NC(=O)c1cccc(S(=O)(=O)N2CCCCC2)c1 | 9 | -1.4 | 2 | 4 | -2 | -1 | -2 | -18 | 5
Cc1ccc(C)c(N=C2NC(=O)CS2)c1 | 5 | 1.9 | -1 | 3 | -1 | 3 | 2 | 2 | 2
C/C(=N\NC(=O)c1cccc(S(=O)(=O)Nc2cccc(Cl)c2)c1)c1cccs1 | 0 | -1.1 | -4 | 1 | 2 | 1 | -4 | -3 | 2
COc1ccc(OC)c(NC(=O)c2cnc3ccccn3c2=O)c1 | 9 | -0.4 | 2 | -1 | nt | 2 | 0 | -14 | -10
Cc1ccc2nc(=O)c(NNc3ccccc3)cnc2c1 | 8 | 0.8 | 6 | -3 | -3 | -7 | 3 | 1 | 0
COCCN(Cc1cc2cc3c(cc2nc1Cl)OCO3)C(=O)Nc1ccc(OC)cc1 | 1 | 0.8 | -3 | 0 | 3 | -3 | 0 | -3 | -12
COc1ccc(C)cc1NC(=S)N1CCN(c2ccccn2)CC1 | 8 | 2.0 | 3 | -16 | 0 | 7 | 1 | -2 | 2
O=C(O)/C=C/c1ccc2c(c1)OCCO2 | -8 | -1.0 | 0 | -8 | 2 | -2 | nt | -39 | -34
O=C(NCCc1csc(-c2ccccc2)n1)c1c(F)cccc1F | 6 | 1.3 | 3 | -16 | 0 | -7 | 0 | -2 | 6
CCn1c2ccccc2c2cc(NC(=O)COC(=O)Cc3cn4ccsc4n3)ccc21 | 14 | 0.0 | 4 | -2 | 0 | -7 | -2 | -14 | -1
CCN(Cc1ccccc1)C(=O)c1ccc(CNS(=O)(=O)c2ccc(C)cc2)cc1 | 1 | 2.0 | 2 | -1 | -6 | -6 | -5 | -15 | -3
CCN(CC(=O)NC(C)C)C(=O)[C@H](C)NC(=O)c1ccc(Br)cc1 | 1 | -0.8 | -10 | 4 | 1 | -7 | -1 | 3 | 20
Cc1cccc(-n2cc(-c3ccccc3)c3c(=O)[nH]cnc32)c1 | 8 | 1.2 | -1 | -13 | -4 | -1 | -2 | 4 | 6
CC(=O)c1ccc(NC(=O)Oc2ccccc2)cc1 | 2 | 1.0 | -1 | -1 | 0 | 6 | -5 | 9 | 20
Cc1ccc(N=C2NC(=O)CC(C(=O)Nc3ccc4c(c3)OCO4)S2)cc1 (configuration not stated) | -1 | -0.7 | -5 | -22 | -4 | -3 | 3 | -2 | 1
Nc1ccc2c(C(F)(F)F)cc(C(F)(F)F)nc2n1 | 0 | 1.3 | -2 | -17 | 2 | -3 | -2 | 0 | -2
COCCOc1cnn(-c2cc(Oc3ccc(C)cc3)ncn2)c(=O)c1Cl | 3 | -3.2 | -1 | -1 | -1 | -8 | 5 | -16 | 6
O=S(=O)(Nc1nccs1)c1ccc2c(c1)OCCO2 | 2 | -0.8 | 0 | -8 | 0 | -10 | 12 | -3 | 2
Cc1ccc2nc(C)c(Cl)c(=O)n2c1 | 3 | 2.3 | -3 | 2 | 2 | -9 | 2 | 7 | 15

Some of the entries so far, with values under each structure.
Values run as follows: BaF3 tox	S1P4 ag	Ba/F3 V617F tox	S1P4 antagonist	Runt-CBFb FRET	RBBP9 inhibitor	NPY Y1 blocker	NPY-Y2 PAM-ag	NPY-Y1 PAM-ag
CCN(Cc1ccccc1)C(=O)c1ccc(CNS(=O)(=O)c2ccc(C)cc2)cc1
→ 1	2.0	2	-1	-6	-6	-5	-15	-3
O=S(=O)(Nc1nccs1)c1ccc2c(c1)OCCO2
→ 2	-0.8	0	-8	0	-10	12	-3	2
CC(=O)c1ccc(NC(=O)Oc2ccccc2)cc1
→ 2	1.0	-1	-1	0	6	-5	9	20
CCn1c2ccccc2c2cc(NC(=O)COC(=O)Cc3cn4ccsc4n3)ccc21
→ 14	0.0	4	-2	0	-7	-2	-14	-1

(listing goes on)
SMILES | BaF3 tox | S1P4 ag | Ba/F3 V617F tox | S1P4 antagonist | Runt-CBFb FRET | RBBP9 inhibitor | NPY Y1 blocker | NPY-Y2 PAM-ag | NPY-Y1 PAM-ag
CC(C)(C)c1ccc(C(=O)OCCNC(=O)c2c(Cl)nc3ccccn23)cc1 | 0 | 0.2 | 0 | 0 | -5 | -7 | 4 | -10 | 2
O=C(NN1C(=O)CSC1=S)c1cccnc1 | -9 | -1.4 | 2 | 9 | 0 | 6 | nt | -10 | -1
CC1CCc2c(sc3ncn(CC(=O)N=Nc4c(O)[nH]c5ccccc45)c(=O)c23)C1 (configuration not stated) | -3 | 1.5 | -2 | -2 | -4 | -1 | nt | 2 | 36
CCOC(=O)c1c(N2C(=O)CC(Sc3ccccc3C(=O)O)C2=O)sc2c1CCCC2 (configuration not stated) | 3 | 1.1 | 0 | -29 | 28 | 3 | 4 | -3 | 8
Cc1ccc(Nc2nc(N)nc(CC#N)n2)cc1 | 9 | 1.6 | 5 | 4 | 2 | -14 | -4 | 3 | 3
CC(/C=N/NC(=O)c1cc(-c2ccc(Cl)cc2)nc2ccccc12)=C\c1ccco1 | 5 | 2.3 | 3 | 8 | 3 | -16 | 4 | -16 | -24
COC(=O)CCCC(=O)N1CCCC(CNS(=O)(=O)c2ccc(OC)cc2)C1 (configuration not stated) | 3 | -0.5 | 2 | -8 | 1 | 3 | 0 | 1 | 6
O=C(NC1(O)C(=O)c2ccccc2C1=O)c1ccc(C(F)(F)F)cc1 | 0 | -0.1 | 1 | 0 | 2 | -4 | nt | -24 | -2
Cc1ccc(Nc2nc(N)c([N+](=O)[O-])c(N3CCCC(C)C3)n2)cc1C (configuration not stated) | 3 | 1.4 | -3 | -17 | -7 | -9 | -1 | 4 | 18
COC(=O)c1sccc1S(=O)(=O)Nc1ccc(Cl)cc1 | 4 | 0.3 | -2 | 3 | 0 | -6 | nt | -15 | -14
COc1ccc(/C=C/c2nc(N)nc(-c3ccccc3O)n2)cc1OC | 4 | 0.1 | -6 | -31 | -2 | -3 | -3 | 5 | 6
S=C(Nc1ccccc1)Nc1nc2ccccc2n1CCOc1ccc(Br)cc1 | 6 | -0.4 | 1 | 4 | 33 | -1 | -3 | -7 | -10
O=C(O)/C=C/c1ccc(O)c(O)c1 | 7 | 1.5 | 5 | 8 | 45 | -4 | -3 | 13 | 10
C#CCNC(=O)C1=C[C@@H](C2CC2)C[C@@H](OCc2ccc(CO)cc2)O1 | -1 | -0.9 | -1 | -5 | 1 | 1 | -3 | 0 | 14
Clc1cccc(/C=N/Nc2ncnc3ccccc23)c1 | 0 | -0.2 | 0 | -14 | 1 | -3 | 0 | 2 | 15
O=C(Cc1ccc(Br)c2ccccc12)N/N=C/c1ccccn1 | 9 | -0.9 | 3 | -9 | nt | -6 | 2 | -9 | 14
COc1ccc2nc(SCC(=O)Nc3ccc(S(=O)(=O)Nc4onc(C)c4C)cc3)[nH]c2c1 | 6 | 0.6 | 1 | -20 | -2 | -8 | -1 | 10 | 7
CCOc1ccc(C(=O)NCC(=O)OCC(=O)N2C(C)CCCC2C)cc1 (configuration not stated) | 6 | -2.1 | -2 | -7 | 0 | 2 | 2 | 1 | 9
COc1ccc(-c2ccc(=O)n(Cc3cc(=O)n4ccccc4n3)n2)cc1 | 5 | -2.0 | 7 | -13 | -1 | -4 | 5 | -14 | -39
CCOc1ccc(C2CC(c3ccc(CC)cc3)Nc3nc(N)nn32)cc1 (configuration not stated) | 6 | -1.0 | 2 | -7 | -6 | -9 | 1 | -14 | -8
O=S(=O)(Nc1ccc2c(c1)OCO2)c1ccc(Br)s1 | 3 | -0.1 | -2 | -12 | 11 | 2 | -2 | 6 | -16
Cc1nc2cc(-c3cccc(F)c3)nn2c(C)c1CCC(=O)NC(C)CCc1ccco1 (configuration not stated) | 2 | -0.6 | -3 | -11 | -4 | -2 | -4 | 5 | -1
Cc1cnccc1CN(C)Cc1cn(C)nc1-c1ccc(Oc2ccccc2)cc1 | 5 | -0.6 | -3 | 3 | -5 | 3 | -3 | -3 | 2
Cc1ccc2nc(SC(C)C(=O)NCc3ccco3)[nH]c2c1 (configuration not stated) | -4 | -0.4 | 0 | -7 | 4 | -3 | -3 | 1 | 2
CC(=O)c1cnc2cc(C)nn2c1C | 3 | -0.2 | -1 | -7 | 2 | -8 | 1 | 15 | 23
CCn1c(SCC(=O)NCc2ccc(C)cc2)nnc1-c1ccncc1 | 3 | -0.4 | -4 | -16 | -1 | -10 | -7 | -7 | 9
Cc1c(NC(=O)Nc2cccc(Cl)c2)c(=O)n(-c2ccccc2)n1C | 2 | -0.2 | -4 | -6 | -2 | 10 | 3 | 2 | 8
CCN1CCCC1CNCc1ccc(OCc2ccc(Cl)nc2)c(OC)c1 (configuration not stated) | 5 | 1.2 | 10 | -9 | 2 | -3 | nt | -34 | -6
Cc1cc(NC(=O)CSc2nnc(-c3c[nH]c4ccccc34)n2C)no1 | -2 | -0.2 | 0 | -5 | 1 | -1 | 1 | -3 | 8
Cc1nn(-c2ccccc2Cl)c(Cl)c1/C=N/Nc1nc2ccccc2s1 | 8 | 0.8 | -1 | -20 | -2 | -6 | -2 | -6 | 6
Cc1cc(C)cc(N2CCCn3c2nc2c3c(=O)n(CC(=O)OCc3ccccc3)c(=O)n2C)c1 | 4 | 0.0 | -2 | -12 | -3 | -6 | -2 | 1 | 23
CCOC(=O)N1CCN(C(=O)c2cc(OCC)c(OCC)c(OCC)c2)CC1 | 1 | -0.2 | -4 | -20 | 1 | -5 | -2 | 1 | 5
CCOc1ccc(C(=O)NC(=S)Nc2cccnc2)cc1[N+](=O)[O-] | 1 | 0.6 | -4 | 5 | 2 | 0 | 0 | 0 | 4
Cc1c(N=C2C=CC(=O)c3ccccc32)c(=O)n(-c2ccccc2)n1C | 11 | -0.2 | 3 | 4 | 12 | 3 | 0 | -3 | 18
CC(=O)Nc1ccc(S(=O)(=O)NCCSc2ccccn2)cc1 | 10 | 2.1 | 1 | 3 | -10 | -1 | 3 | -3 | 18
CCc1cc2c(=O)n(CC)c(SC(C)C(=O)Nc3c(C)n(C)n(-c4ccccc4)c3=O)nc2s1 (configuration not stated) | 8 | 1.5 | 3 | -1 | 1 | -4 | -5 | 6 | 12
CCCSc1nnc(-c2cnn(-c3ccccc3)c2-n2cccc2)n1C | 6 | 0.8 | 3 | 2 | 3 | 4 | 0 | -2 | -4
Clc1ccc2nc(CSc3ccccc3)cn2c1 | 2 | -1.5 | 2 | -3 | 3 | -5 | -2 | -2 | -6
O=C(COc1ccc(Cl)cc1)NCc1nnc(SCC(=O)N2CCCCC2)o1 | 3 | -0.5 | -3 | -14 | 4 | 5 | 0 | 1 | 11
